ERK EGF inh – qHTS Assay for Inhibitors of the ERK Signaling Pathway using a Homogeneous Screening Assay; Stimulation with EGF. HEK293-V1b, EGF-stimulated phospho-ERK AlphaScreen. Potency, µM (highest dose often 11.5 µM), for the others: at the highest dose activity change, negative = inhibition, most hits filed as inhibitors. 130,000 compounds, 0.41% hits. AID 1454, 2008; active means well fitted inhibition curve with a large enough effect; inconclusive means small, poorly fitted or top-dose-only effect, or effect the other way;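 further: plate controls were stimulated vehicle wells for no effect and unstimulated vehicle basal for full effect; nearly all actives have a fitted effect of over 55% in size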
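Stably V1b-transfected HEK293 cells; 30 min compound, then EGF 25 nM final for 5 min at 37C; 10 min lysis; phospho-ERK by AlphaScreen after 5 hr beads at room temperature.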
An asterisk follows results filed as active; ? = inconclusive; [ ] = dose if it differs, or a comment. Potency means the concentration at half of the fitted maximal effect.

SMILES | ERK EGF inh
CCOc1ccc(NC(=O)CC2C(=O)N(C)C(=S)N2Cc2ccc3c(c2)OCO3)cc1 (centres undefined) | 5%
Cc1ccc(NC(=S)NNC(=S)Nc2cccc(C(F)(F)F)c2)cc1 | -13%[57.5 µM]
CCOC(=O)C1CCCN(C(=O)c2ccc3c(c2)N(Cc2ccccc2)C(=O)c2ccccc2S3=O)C1 (centres undefined) | 18%
NC(=O)COC(=O)c1sc2ccccc2c1Cl | -24%
Cc1cc(/C=C2/SC(=O)N(CC(=O)N3CCCC3)C2=O)ccc1N1CCOCC1 | -2%[57.5 µM]
CN(C)CCCNC(=S)N1CCn2c(nc3ccccc32)C1 | -3%
Cc1ccc(-c2csc3nc[nH]c(=S)c23)cc1C | 1%
CCCCCCCCC(=O)NNC(=O)c1c(O)c2ccccc2n(CCC)c1=O | -14%
Cc1ccc(S(=O)(=O)NC(C(=O)Oc2ccc3c(C)c(Cl)c(=O)oc3c2)c2ccccc2)cc1 (centres undefined) | -11%
CCN1CCN(C(=O)c2nn(-c3ccc(OC)cc3)c(=O)c3c2c2ccccc2n3C)CC1 | 8%
Cc1[nH]c2c([N+](=O)[O-])cccc2c1C | ?
COc1ccccc1NC(=O)c1cc(OC)c(OC)cc1[N+](=O)[O-] | -6%
CC(=O)n1cc([C@H]2C=C(C(=O)Nc3ccccc3)O[C@@H](OCCCCO)C2)c2ccccc21 | -10%[57.5 µM]
CC(=O)c1c(C)[nH]c(C(=O)OCC(=O)NCC(C)C)c1C | 6%
O=C(C1CCN(S(=O)(=O)c2cccnc2)CC1)N1CCN(c2ccc(Cl)cc2)CC1 | -7%[57.5 µM]
Cc1cc(C=C2C(=O)c3ccccc3C2=O)c(C)n1-c1ccc(C(=O)O)cc1 | ?
O=C1CC(NCc2ccccc2)C(=O)N1c1ccc(F)cc1 (centres undefined) | -19%
COc1ccccc1CCNC(=O)Nc1cccc([N+](=O)[O-])c1 | -9%
O=C(COC(=O)Cc1ccsc1)Nc1ccccc1 | 4%
COC(=O)Cc1ccc(NC(=S)NCc2ccccc2OC)cc1 | -8%
CC(NC(=S)Nc1ccc(F)cc1)C(c1cccs1)N1CCOCC1 (centres undefined) | -7%[57.5 µM]
Cn1c(N)c(C(=O)COC(=O)CCCOc2ccc(Cl)cc2Cl)c(=O)n(C)c1=O | -1%
O=C1CSC(c2ccncc2)N1Cc1ccccc1 (centres undefined) | -4%
Cc1nc(-c2ccccn2)nc(N2CCOCC2)c1Cl | 13%[57.5 µM]
COC(=O)c1c(NC(=O)CCCC(=O)O)sc2c1CCCCC2 | -7%
CN(Cc1ccccc1NCC(=O)Nc1ccccc1C#N)C1CCCCC1 | -1%
O=C(NC1CC1)C1=C[C@H](C2CC2)C[C@H](OCCCCO)O1 | -7%[57.5 µM]
CC(=O)c1cc(NC(=O)c2cccc(C(F)(F)F)c2)c(=O)oc1C | 17%
Cc1cc(C)c(C)c(N=Nc2nc3ccccc3n2C)c1C | 14µM*
Cc1ccc(S(=O)(=O)N(C)C)cc1NC(=O)COC(=O)CCC(=O)c1cccs1 | -4%
O=[N+]([O-])c1cccc(/C=N/Nc2nnc(-c3ccccc3)c(-c3ccccc3)n2)c1 | -17%
Cc1ccc(NC(=O)Nc2cccc(C)n2)c(C)c1 | -3%[57.5 µM]
Cc1cccc(C)c1NC(=O)CCCSc1nnc(-c2ccc(F)cc2)n1-c1ccccc1 | -1%
CC(=O)Nc1ccc(C(=O)CSc2nnnn2C)cc1 | 1%[57.5 µM]
Cc1cc(C)cc(NC(=O)COC(=O)[C@@H](NC(=O)c2ccco2)C(C)C)c1 | 4%
CCc1ccccc1NC(=O)c1ccc(NCCc2ccccc2)c([N+](=O)[O-])c1 | 5%
O=C(N=C1c2ccccc2CN1c1ccc(F)c(F)c1)c1cccnc1 | -2%
Nn1c(Cc2ccccc2F)nnc1SCC(=O)N1CC(=O)Nc2ccccc21 | 2%
CN(CCc1ccccn1)C(=O)CCc1nnc(CCCc2ccccc2)o1 | 7%
COc1c2ccoc2cc2oc(C)cc(=O)c12 | 22%
O=C(NCc1ccc(Cl)cc1)C(=O)NCC(c1cccnc1)N1CCN(c2ccc(F)cc2)CC1 (centres undefined) | -3%
CCOCCCNC(=O)c1cc(Sc2ccc(F)cc2)nc2ccccc12 | 7%
Cc1ccc(-n2cccc2/C=C2/C(=N)N3C(=NC2=O)SN=C3S(C)(=O)=O)cc1Cl | 1%
CC1(C)OC2CO[C@]3(COS(N)(=O)=O)OC(C)(C)OC3C2O1 (some centres undefined) | -2%
CC(C)(C)Sc1ccccc1S(=O)(=O)C(C)(C)C | -15%[57.5 µM]
O=C1C=CC2(OCCCO2)C(Br)=C1CO | 7%
CC(C)CN1CCN(C2CCN(C(C)C)CC2)C(CCO)C1 (centres undefined) | -2%[57.5 µM]
COc1ccc(OC(=O)COc2ccc(C)cc2)cc1 | -12%
CC(=O)Nc1ccc(C(=O)NCCCOC(C)C)cc1 | -6%
O=C(/C=C/c1ccco1)Nc1nc(-c2ccc(F)c(F)c2)cs1 | -6%[57.5 µM]
CCC(C)(C)NC(=O)C(c1ccc(F)cc1)N(Cc1cccc(OC)c1)C(=O)c1cnccn1 (centres undefined) | 2%
CCC(C)Nc1cc(C)nc2ncnn12 (centres undefined) | 3%
CC(=O)CC(=O)Nc1ncccn1 | -3%
Cc1cccc(OCCSc2nc3c([nH]2)c(=N)ncn3Cc2ccccc2)c1 | 1%
CCCCOc1cccc(C(=O)NNC(=S)NC2CCCCC2)c1 | 2%
COc1ccccc1C(=O)NC(=S)Nc1ccc(N2CCOCC2)c(Cl)c1 | 2%
O=C(NNC(=O)c1ccc(Cl)cc1Cl)c1cccs1 | 4%
COc1ccc(CN2CCNC(=O)C2CC(=O)N(C)Cc2ccon2)c(OC)c1 (centres undefined) | 3%
CC(=O)Nc1ccc(OCCCNC(=O)c2c(-c3ccccc3)noc2C)cc1 | 4%[57.5 µM]
Cc1cc(C(=O)O/N=C(\N)c2ccc(C(C)(C)C)cc2)no1 | -14%[57.5 µM]
Further structures:
SMILES | ERK EGF inh
COc1ccc(S(=O)(=O)NC2CCCCC2)cc1-n1cnnn1 | -3%
CC(C)c1ccc(/C=N/N2CCCCC2)cc1 | 1%
O=C(O)CC(SCC(=O)Nc1ccc(Cl)c(S(=O)(=O)N2CCOCC2)c1)C(=O)O (centres undefined) | 5%[57.5 µM]
Cc1ccc(S(=O)(=O)N2CCCCC2C(=O)O)s1 (centres undefined) | -2%
Oc1[nH]c2ccccc2c1C=Nc1ccccc1 | 10%[57.5 µM]
COc1ccc(N/C(N)=N/c2nc(CSc3nnc(C)s3)cc(=O)[nH]2)cc1 | -2%
CC(C)Cn1c(N)c(C(=O)COC(=O)[C@@H]2CCCN2C(=O)c2cccs2)c(=O)n(C)c1=O | 0%
N#Cc1ccc(CS(=O)(=O)c2nnnn2C2CCCCC2)cc1 | -16%
Cc1cccc2c(CC(=O)O)noc12 | 0%
COc1cc2c(c(OC)c1OC)-c1c(cc3c(c1O)OCO3)C[C@@H](C)[C@@H](C)C2 | -6%[57.5 µM]
COc1ccccc1CCc1nnc(CCC(=O)NC(C)Cc2cccs2)o1 (centres undefined) | -8%
CCOC(=O)CCCc1ccc(/C(C)=N/NC(N)=S)cc1 | ?
C=CCNC(=S)/C(=C(\[O-])c1ccc(Cl)cc1)[n+]1ccccc1 | -4%[57.5 µM]
COc1ccc(C(C)(C)C)cc1NC(=O)CNc1cccc2ccccc12 | -2%
CCOc1ccccc1/C=C(/NC(=O)c1ccccc1)C(=O)NC(C)c1ccccc1 (centres undefined) | -10%

Another view of some results above.
mol	ERK EGF inh
CCCCOc1cccc(C(=O)NNC(=S)NC2CCCCC2)c1	2%
Cc1ccc(NC(=S)NNC(=S)Nc2cccc(C(F)(F)F)c2)cc1	-13%[57.5 µM]
Cc1ccc(-n2cccc2/C=C2/C(=N)N3C(=NC2=O)SN=C3S(C)(=O)=O)cc1Cl	1%
Cc1cccc2c(CC(=O)O)noc12	0%
Cc1ccc(S(=O)(=O)N(C)C)cc1NC(=O)COC(=O)CCC(=O)c1cccs1	-4%
Cc1cccc(OCCSc2nc3c([nH]2)c(=N)ncn3Cc2ccccc2)c1	1%
COc1ccccc1CCc1nnc(CCC(=O)NC(C)Cc2cccs2)o1 (centres undefined)	-8%

New compounds follow.
SMILES | ERK EGF inh
COc1cc(OC)cc(C(=O)NCCCN2CCN(CCCNC(=O)c3cc(OC)cc(OC)c3)CC2)c1 | 4%
CCOc1cc(C2C3=C(CC(C)(C)CC3=O)Nc3n[nH]c(C)c32)ccc1O (centres undefined) | -1%
COc1ccc(-c2cc(-c3ccc(O)cc3)nc(N)c2C#N)cc1OC | 6%
CCN(CC)P(=O)(Nc1ccc(SC(F)F)cc1)c1ccc(N(C)C)cc1NC(=O)c1ccco1 (centres undefined) | 4%
CC(C)Sc1nc2ncnc(N)c2[nH]1 | -1%
O=C(O)CNc1ccccc1C(=O)O | -13%[57.5 µM]
COC(=O)N1CCC2(CCCN(c3ccccn3)C2)CC1 | ?
C/C(=N\NC(=O)C(N)=O)c1ccc(NC(=O)c2cccs2)cc1 | 9%
CCC(C)OC(=O)n1ccc(C(=O)Nc2nccs2)n1 (centres undefined) | -7%
COc1ccc(NC(=O)C(NC(=O)c2ccc(=O)[nH]c2)c2ccc(C)cc2)cc1 (centres undefined) | 5%
CC1(C)CC(=O)C2=C(C1)OC1=C(C(=O)CC(C)(C)C1)C2c1cc([N+](=O)[O-])cc([N+](=O)[O-])c1O | 2%
CCN(CC)C(=S)NC(=O)C12CC3CC(CC(C3)C1)C2 | 9%
Cc1cnc(C(=O)OCC(=O)Nc2ccc(C)c(S(=O)(=O)N(C)C)c2)cn1 | 13%[57.5 µM]
CCN(c1ccc(NC(=O)COC(=O)c2ccc(C)s2)cc1)C(C)C | -2%
Cc1[nH]c(N=Nc2ccccc2)nc1N=Nc1ccccc1 | 22µM*
CNC(=O)c1cc(C(=O)c2ccc(C(F)(F)F)cc2F)c[nH]1 | -4%
CCOc1ccc(N2C(=O)CN(c3cccc4ccccc34)C2=S)cc1 | 0%
CCCC1CC(C#N)N(N(C)C)C1=C(C#N)C#N (centres undefined) | -22%[57.5 µM]
CC1=C(C(=O)Nc2ccccn2)C(c2cn(C)nc2C)C2=C(CCCC2=O)N1 (centres undefined) | -4%
O=S(=O)(c1ccccc1)N1CCC2(CCCN(c3cccc(-c4ccccc4)c3)C2)CC1 | -8%
O=C(NC(=S)Nc1ccccc1N1CCOCC1)c1ccco1 | -3%
COc1cccc(-c2oc3ccccc3c(=O)c2O)c1 | 16%
Cc1cc(C)cc(N(C(=O)c2snc(C(N)=O)c2N)C(C(=O)NCC2CCCO2)c2cccs2)c1 (centres undefined) | -1%
CCS(=O)(=O)c1ccc(O)c(NC(=O)/C=C/c2ccc(Cl)cc2)c1 | 0%[57.5 µM]
CCOC(=O)C(NC(=O)CC(C)C)(Nc1sc2c(c1C(N)=O)CCCC2)C(F)(F)F (centres undefined) | 4%
Fc1cccc(Cc2noc(CN3CCOCC3)n2)c1 | -5%[57.5 µM]
CSc1nc(C)cc(SCC(=O)N/N=C/c2ccccc2)n1 | 2%
Cc1ccc(CNC(=O)CCCCn2c(=O)[nH]c3ccsc3c2=O)cc1 | 1%
N#Cc1c(C(F)(F)F)cc(-c2cccs2)nc1N1CCCCC1 | ?
COc1ccc(C(=O)c2sc3nc(-c4ccc(OC)cc4)ccc3c2N)cc1 | -13%

Retrieved by compound from the entries so far (two):
SMILES | ERK EGF inh
Cc1ccc(CNC(=O)CCCCn2c(=O)[nH]c3ccsc3c2=O)cc1 | 1%
CNC(=O)c1cc(C(=O)c2ccc(C(F)(F)F)cc2F)c[nH]1 | -4%

In a second layout: 2 of the compounds above
SMILES	ERK EGF inh
CC(C)c1ccc(/C=N/N2CCCCC2)cc1	1%
O=C(O)CC(SCC(=O)Nc1ccc(Cl)c(S(=O)(=O)N2CCOCC2)c1)C(=O)O (centres undefined)	5%[57.5 µM]

(list continues)
SMILES | ERK EGF inh
O=C(O)CSC(C(=O)Nc1ccc(Br)cc1)c1ccc(Cl)cc1 (centres undefined) | 8%
COCCCNC(=O)Cc1coc2ccc3ccccc3c12 | -10%
COC(=O)CSCc1nc2ccccc2[nH]c1=O | -10%
Cc1ccc(S(=O)(=O)CC(O)COc2ccc(F)cc2Cl)cc1 (centres undefined) | -17%
O=C(Cc1ccccc1)NNC(=S)Nc1ccccc1 | -5%
Cc1ccc(NC(=S)NNS(=O)(=O)c2ccc3ccccc3c2)cc1Cl | -1%[57.5 µM]
O=C(N/N=C/C(Cl)=C/c1ccccc1)c1ccncc1 | 0%
Cc1ccc(C(C)C)c(OCc2ccc(C(=O)N/N=C/c3cccc(O)c3O)cc2)c1 | -1%
COc1cccc(NC(=S)NC2CC3CCCC(C2)N3C2CCCC2)c1 (centres undefined) | -1%
CCOC(=O)c1c(C)c(C(=O)NCc2ccc(OC)cc2)c(C)n1C | 2%
Cc1cccc(-n2nc(C)c3c2NC2=C(C(=O)CCC2)C3c2ccccn2)c1 (centres undefined) | 6%
CN1C(C(=O)NCc2cccc(C(F)(F)F)c2)CC2Cn3c(nc4cc(Cl)c(Cl)cc43)C21 (centres undefined) | -22%[57.5 µM]
N#CCCn1cc(C(=O)Nc2ccc(C(=O)O)cc2)c(-c2cc3ccccc3o2)n1 | -15%
COC(=O)Cn1nc(-c2ccccc2)c2ccccc21 | 2%[57.5 µM]
CCOC(=O)c1sc(NC(=O)c2cc3ccccc3o2)nc1C | 0%
CCCC(C)c1nnc(NC(=O)CN2C(=O)c3ccccc3C2=O)s1 (centres undefined) | 1%
COc1ccc(CN(C)Cc2ccccc2)c(OC)c1OC | -1%
CCOC(=O)C1=C(C)C/C(=N\NC(=O)c2ccccc2O)CC1 | 0%[57.5 µM]

This is a subset. The share of hits here may be higher or lower than overall.
